WT yeast gro inh – growth inhibition of WT strain, primary screen, mitochondrial fusion inhibitor project, WT and mutant strains, chemical genetic; mitochondrial fusion phenotypic screen; inhibition, % at 10 µM; 190,000 tested, 2.1% active; in the data active = inhibition above about 58%; tested in S. cerevisiae
RSV antiviral HEp-2 – RSV antiviral activity via CPE protection, HEp-2 cells, primary 10 µM value included (AID 2391); HEp-2 cells, RSV-induced CPE inhibition; higher % means a stronger effect; CPE inhibition, % at 10 µM; hits with a dose series show IC50 in µM; 310,000 tested, 0.13% active; in the data active = a potency from the dose series; note: strong numbers were not always called active
Autophagy mod – autophagy modulators in MEF cells, primary screen, imaging, high-content, MEF GFP-LC3. MEF GFP-LC3 puncta imaging; test concentration mostly 10 µM. calls only at 10 µM (by protocol). 190,000 tested, 0.98% active. AID 463193, 2010;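 active = percentage of spot-positive cells more than 3 SD above its plate mean, without a fluorescence outlier flag or 80% toxicity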;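 note: spot-positive cell cutoff set from DMSO-treated cells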
NTR1 ag – agonists of NTR1, primary screen, imaging, U2OS cells, beta-arrestin-GFP, high content (AID 493036); activation, % at 20 µM; NTR1-U2OS beta-arrestin-GFP spot imaging, agonist mode; Neurotensin receptor type 1 (Homo sapiens), P30989; 330,000 tested, 0.17% active;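 active = activation at or above 40% of the spot to cytoplasm intensity ratio, with at least 20 cells analyzed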;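 note: 0% = DMSO without peptide and 100% = 100 nM NTR1 peptide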
Target sequence (P30989 whole entry, looked up): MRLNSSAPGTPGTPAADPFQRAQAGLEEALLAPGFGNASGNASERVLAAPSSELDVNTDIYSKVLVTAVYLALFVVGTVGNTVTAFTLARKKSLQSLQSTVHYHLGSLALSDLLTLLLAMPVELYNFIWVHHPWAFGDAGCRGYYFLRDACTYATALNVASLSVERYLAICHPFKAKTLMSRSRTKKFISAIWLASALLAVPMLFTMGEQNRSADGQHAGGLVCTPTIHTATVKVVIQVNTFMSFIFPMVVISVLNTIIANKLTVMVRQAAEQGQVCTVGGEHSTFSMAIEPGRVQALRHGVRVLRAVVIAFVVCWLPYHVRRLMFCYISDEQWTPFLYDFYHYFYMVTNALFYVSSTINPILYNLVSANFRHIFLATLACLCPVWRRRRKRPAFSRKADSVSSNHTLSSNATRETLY
LYP inhibition – inhibitors of LYP phosphatase, biochemical, fluorescence intensity, uHTS (AID 1779); Tyrosine-protein phosphatase non-receptor type 22 (Homo sapiens); recombinant LYP phosphatase, fluorescence intensity; higher % means a stronger effect; inhibition, % at 11.5 µM; hits with a dose series show IC50 in µM; 290,000 tested, 0.054% active; in the data active = inhibition above about 50%;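 note: plate controls were vehicle with enzyme for no effect and no enzyme for full effect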
Dengue-2 NS5 capping – Dengue-2 NS5 methyltransferase inhibitors, primary screen, biochemical, confirmation dose response (AID 588689); inhibition, % at 25 µM, or IC50 in µM where a hit was titrated; Genome polyprotein (Dengue virus type 2 (strain 16681-PDK53)); 340,000 tested, 0.3% active; Dengue-2 NS5 methyltransferase capping enzyme assay, biochemical; higher % means a stronger effect; in the data active = a potency from the dose series
AID2073 – inhibitors of Mint1-CaV2.2 protein interaction, biochemical, HTRF (AID 2073). 290,000 tested, 0.19% active. HTRF protein-protein interaction, Mint1-CaV2.2; higher % means a stronger effect. Voltage-dependent N-type calcium channel subunit alpha-1B (Homo sapiens). inhibition, % at 20 µM, or IC50 in µM where a hit was titrated; in the data active = inhibition mostly above about 51%, no sharp cut-off; note: some results filed as inactive read as strong as hits
GPR35 antagonists – GPR35 antagonists blocking zaprinast-driven arrestin recruitment, primary screen, imaging, U2OS, beta-arrestin-GFP, zaprinast agonist (AID 2058); inhibition, % at 10 µM, or IC50 in µM where a hit was titrated; U2OS GPR35 beta-arrestin-GFP translocation imaging, zaprinast antagonism; higher % means a stronger effect; 290,000 tested, 0.052% active; G-protein coupled receptor 35 (Homo sapiens);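 active = inhibition of at least 50% with at least 30 cells and total cytoplasm GFP at most 10,000,000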
K1F lysis inhibition – inhibition of K1F phage lysis, E. coli UTI89, bacterial capsule biogenesis inhibitors, alamar blue (AID 488966). E. coli UTI89 K1F phage lysis, alamar blue, 2 h; higher % means a stronger effect. one-dose inhibition, % at 100 µM; IC50 in µM for titrated hits. 340,000 tested, 0.02% active;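 active = phage lysis inhibition, versus mean bacterial control, above a set limit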;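 note: capsule biogenesis inhibitors block K1F phage lysis so surviving cells raise fluorescence; higher fluorescence means more inhibition of phage lysis; actives were called in the ten point dose series up to 300 µM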
WT yeast gro inh mutant strain – further read-out of WT yeast gro inh, marked with its call; inhibition, %; mitochondrial fusion phenotypic screen, mutant strain inhibition
Autophagy mod cell loss 18 h – further read-out of Autophagy mod, marked with its call; toxicity, %; measured here: cell loss, nuclei count;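 cell loss after 18 h compound exposure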
NTR1 ag cell count 20 µM – second read-out of NTR1 ag, no call of its own (marks repeat the call); cell count; measured here: cell count, cytotoxicity flag
An asterisk follows results filed as active; i = inactive; · = not tested or not shown; [ ] = dose if it differs, or a comment. The order is random; any-hit rate near 2.6%.

SMILES	WT yeast gro inh	WT yeast gro inh mutant strain	RSV antiviral HEp-2	Autophagy mod	Autophagy mod cell loss 18 h	NTR1 ag	NTR1 ag cell count 20 µM	LYP inhibition	Dengue-2 NS5 capping	AID2073	GPR35 antagonists	K1F lysis inhibition
N/C(=N\OC(=O)C(c1ccccc1)c1ccccc1)c1cccnc1	76*	68*	3.0%	i	13	3.3	43	2%	-2%	8%	5%	-0.3%
CCOC(=O)c1ccc(NC(=O)CCc2ccc(CC)o2)cc1	12	0	0.4%	i	24	1.9	86	-9%	-4%	-8%	5%	-0.4%
CCCCN(C(=O)c1ccc(Cl)c([N+](=O)[O-])c1)c1c(N)n(CCC)c(=O)[nH]c1=O	-3	-3	-1.0%	i	11	0.5	43	-1%	-8%	3%	-6%	-0.3%
Cn1c(=O)c2c(nc(Cl)n2CC(=O)NC2(C#N)CCCCC2)n(C)c1=O	·	·	-1.1%	·	·	1.5	77	·	-4%	·	·	0.6%[50 µM]
COc1cccc(-n2cnnc2SC(C)C(=O)NC2CCCC2)c1 (centres undefined)	·	·	1.2%	·	·	0.8	57	·	-11%	·	·	0.3%[50 µM]
O=c1cc(CN2CCN(C/C=C/c3ccccc3)CC2)c2cc(O)ccc2o1	-6	-8	20%	i	14	-0.5	86	-8%	-2%	-2%	7%	-1.1%
CC(C)Oc1ccc(CN2CCC(n3nccc3NC(=O)C3CC3)CC2)cc1	·	·	1.6%	·	·	-0.5	47	-11%	0%	1%	4%	0.3%
Clc1nc(Cl)nc(NCCC2=CCCCC2)n1	-6	-2	0.8%	i	7	-1.9	57	-7%	-1%	-7%	-2%	0.2%
CC(NC(=O)Cc1cccs1)C(c1cccs1)N1CCN(c2ccccc2)CC1 (centres undefined)	·	·	1.5%	i	-3	1.0	55	·	-1%	·	·	-0.1%
Cc1ccc(NC(=O)CCCNC(=O)c2ccc(Cl)cc2)cc1S(=O)(=O)N1CCOCC1	·	·	0.0%	·	·	0.5	64	·	-4%	·	·	0.4%[50 µM]
O=C(Cc1cccs1)N1CCCC(c2nc3c(nnn3Cc3ccc(F)cc3)c(=O)[nH]2)C1 (centres undefined)	5	7	-2.9%	i	-26	-0.3	60	4%	-2%	-4%	-14%	0.7%
CCN(CC)S(=O)(=O)c1ccc(C(=O)Nc2cc(C)cc(C)c2)cc1	-11	-1	2.7%	i	12	-7.2	98	-4%	0%	-7%	9%	2.6%
Cc1ccc(C)c(S(=O)(=O)NC(C)C(=O)NCc2ccccn2)c1 (centres undefined)	·	·	0.0%	·	·	1.1	54	-10%	-6%	13%	3%	-0.1%
Cc1ccccc1-c1nc(CS(=O)(=O)CC(=O)NCCN2CCOCC2)c(C)o1	-5	-21	1.1%	i	-4	0.1	52	0%	-8%	32%	-14%	-0.4%
COc1ccccc1C(=O)NNC(=O)c1ccccc1Br	·	·	0.1%	·	·	0.0	57	-7%	7%	12%	4%	-1.2%
Oc1ccc(Br)cc1-c1n[nH]c(=S)n1Cc1ccccc1	·	·	7.8%	·	·	1.5	72	-3%	1%	-3%	10%	-1.9%[50 µM]
COc1nccnc1NS(=O)(=O)c1ccc(NC(=S)NC(=O)c2ccccc2F)cc1	8	7	1.0%	i	14	1.3	70	-3%	-1%	-5%	6%	2.4%[50 µM]
CCCCC/C=N/NC(=O)c1[nH]c2ccc([N+](=O)[O-])cc2c1C	·	·	13%	·	·	6.5	44	0%	8%	-13%	11%	-2.9%
Cc1cc(NC(=O)CSc2nccn2C)n(-c2ccccc2)n1	·	·	0.9%	·	·	-0.7	52	-9%	5%	2%	-14%	-0.1%
Cc1cccc(NC(=O)C2CCCN2C(=O)OCC(C)C)c1C (centres undefined)	-9	2	2.5%	i	2	-1.2	68	2%	-5%	-2%	-2%	0.6%
C=CCC1NS(=O)(=O)O[C@H](CCCC)[C@@H]1O (some centres undefined)	·	·	0.5%	·	·	2.8	46	-13%	-2%	0%	-6%	0.5%
O=C(COC(=O)c1nsc(Cl)c1Cl)NC1CCCC1	·	·	3.2%	·	·	-0.6	45	2%	-7%	13%	-8%	0.1%
CCC(=O)N1CCc2cc(S(=O)(=O)CCC(=O)NC(C)CC)ccc21 (centres undefined)	-17	12	1.6%	i	23	1.4	87	-2%	-2%	-8%	-5%	-0.1%
Cc1ccc(-n2nc3c(SCCN4CCOCC4)nnc(C)c3c2C)cc1	8	6	3.3%	i	-7	-1.0	66	-4%	-18%	15%	7%	4.2%[50 µM]
COc1ccc(C2(O)CCN(C(=O)Cc3cccnc3)CC2)cc1	0	-6	0.7%	i	14	0.4	48	-2%	1%	4%	3%	1.8%
Cc1cc(NS(=O)(=O)c2cn(C)nc2C)no1	·	·	0.4%	·	·	-0.8	86	-10%	1%	8%	0%	0.9%
CC1=CC(c2ccccc2)n2nnnc2N1 (centres undefined)	·	·	1.3%	·	·	3.3	42	-6%	1%	-1%	-1%	1.1%
O=C(Nn1cnnc1)c1ccncc1	3	8	0.8%	i	39	2.9	74	-1%	2%	-4%	6%	0.8%
CCOc1ccc(CCNC(=O)c2cnc(C)cn2)cc1OCC	·	·	1.4%	·	·	0.1	70	-12%	-4%	-1%	-13%	-0.4%[50 µM]
O=C(CSc1nnc(-c2ccccn2)n1Cc1ccco1)c1ccc(-c2ccccc2)cc1	20	23	58%	i	-13	2.8	70	-2%	19%	32%	-7%	-0.5%
O=C1CSC(c2cccnc2)N1CC1CC1 (centres undefined)	·	·	·	·	·	-0.7	44	-10%	-5%	42%	14%	0.8%
CCC(=O)N1c2ccccc2NC2=C(C(=O)CCC2)C1c1cccnc1 (centres undefined)	-28	2	0.4%	i	6	-0.3	79	0%	-2%	-4%	4%	2.7%
C/C(NC(=O)c1ccccc1F)=C1\C(=O)C[C@@H]2[C@H]1C2(C)C	11	8	5.8%	i	3	2.1	64	-4%	-1%	13%	7%	-0.2%
CC(=O)c1ccc(N2CCN(S(=O)(=O)c3cccc4nonc34)CC2)cc1	·	·	·	·	·	-0.6	49	3%	·	0%	22%	·
CN(C)CCNc1c2c(nc3nnnn13)CCCC2	2	1	-2.5%	i	10	0.2	63	-4%	5%	24%	-6%	0.3%
CCOC(=O)c1c(C)[nH]c(C(=O)CN2C(=O)NC(C)(c3ccc4ccccc4c3)C2=O)c1C (centres undefined)	-9	-5	-2.8%	i	-22	9.0	64	3%	-6%	7%	0%	4.7%
O=C(CNS(=O)(=O)c1ccccc1)OCC(=O)c1c[nH]c2ccccc12	·	·	0.2%	·	·	-0.8	67	·	-6%	·	·	1.1%[50 µM]
COc1ccc(-c2cnc(NCc3cc4c(cc3[N+](=O)[O-])OCO4)n2C)cc1	-17	4	4.3%	i	-5	-0.9	69	1%	-1%	-5%	9%	2.3%[50 µM]
O=C(O)c1ccc(/C=N/N2CCN(Cc3cccc4ccccc34)CC2)cc1	-12	-14	-0.6%	i	13	0.1	44	-3%	0%	-13%	6%	1.0%
N/C(=N\OC(=O)c1ccc(Br)o1)c1cccnc1	-12	2	-1.2%	i	0	1.6	62	-8%	3%	-3%	-9%	0.5%
COc1cccc(/C=C2\SC(=O)N(CCC(=O)N3CCCCC3CCO)C2=O)c1 (centres undefined)	·	·	2.0%	·	·	-0.7	41	-3%	0%	9%	1%	0.1%
CCC(C)(C(=O)NC1CCCCC1)N(C(=O)c1ccccn1)c1ccccc1 (centres undefined)	-1	14	1.2%	i	1	2.7	91	-9%	3%	-4%	-7%	0.6%
CC(=O)c1cc(C(=O)N2CCCC(CCC(=O)N(C)CCc3ccccn3)C2)cs1 (centres undefined)	-2	8	3.3%	i	12	-1.2	64	-5%	-5%	15%	10%	0.1%

By substructure: those above containing a halogen (eleven)
SMILES	WT yeast gro inh	WT yeast gro inh mutant strain	RSV antiviral HEp-2	Autophagy mod	Autophagy mod cell loss 18 h	NTR1 ag	NTR1 ag cell count 20 µM	LYP inhibition	Dengue-2 NS5 capping	AID2073	GPR35 antagonists	K1F lysis inhibition
CCCCN(C(=O)c1ccc(Cl)c([N+](=O)[O-])c1)c1c(N)n(CCC)c(=O)[nH]c1=O	-3	-3	-1.0%	i	11	0.5	43	-1%	-8%	3%	-6%	-0.3%
Cn1c(=O)c2c(nc(Cl)n2CC(=O)NC2(C#N)CCCCC2)n(C)c1=O	·	·	-1.1%	·	·	1.5	77	·	-4%	·	·	0.6%[50 µM]
Clc1nc(Cl)nc(NCCC2=CCCCC2)n1	-6	-2	0.8%	i	7	-1.9	57	-7%	-1%	-7%	-2%	0.2%
Cc1ccc(NC(=O)CCCNC(=O)c2ccc(Cl)cc2)cc1S(=O)(=O)N1CCOCC1	·	·	0.0%	·	·	0.5	64	·	-4%	·	·	0.4%[50 µM]
O=C(Cc1cccs1)N1CCCC(c2nc3c(nnn3Cc3ccc(F)cc3)c(=O)[nH]2)C1 (centres undefined)	5	7	-2.9%	i	-26	-0.3	60	4%	-2%	-4%	-14%	0.7%
COc1ccccc1C(=O)NNC(=O)c1ccccc1Br	·	·	0.1%	·	·	0.0	57	-7%	7%	12%	4%	-1.2%
Oc1ccc(Br)cc1-c1n[nH]c(=S)n1Cc1ccccc1	·	·	7.8%	·	·	1.5	72	-3%	1%	-3%	10%	-1.9%[50 µM]
COc1nccnc1NS(=O)(=O)c1ccc(NC(=S)NC(=O)c2ccccc2F)cc1	8	7	1.0%	i	14	1.3	70	-3%	-1%	-5%	6%	2.4%[50 µM]
O=C(COC(=O)c1nsc(Cl)c1Cl)NC1CCCC1	·	·	3.2%	·	·	-0.6	45	2%	-7%	13%	-8%	0.1%
C/C(NC(=O)c1ccccc1F)=C1\C(=O)C[C@@H]2[C@H]1C2(C)C	11	8	5.8%	i	3	2.1	64	-4%	-1%	13%	7%	-0.2%
N/C(=N\OC(=O)c1ccc(Br)o1)c1cccnc1	-12	2	-1.2%	i	0	1.6	62	-8%	3%	-3%	-9%	0.5%
